Screens as filed in PubChem.
ER stress rescue = rescue of cells from ER stress-induced death, primary screen, 384-well, CSM14.1, thapsigargin, ATP luminescence (AID 1222) | CSM14.1 thapsigargin-induced death rescue, ATP luminescence; higher % means a stronger effect | cellular ATP content (survival), % at 20 µM; hits with a dose series show EC50 in µM | 190,000 tested, under 10 active;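 active = EC50 below 50 µM in the dose-response confirmation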;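 also: death triggered by thapsigargin at about 15 µM added after 2 h compound pretreatment; cell ATP read after overnight thapsigargin exposure of roughly 18 to 22 hours; normalized against plate controls of thapsigargin alone and 5% DMSO vehicle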
M1AAP inhibition = P. falciparum M1AAP inhibitors, biochemical, fluorogenic H-Leu-NHMec substrate, 1536-well (AID 1445). Aminopeptidase N (Plasmodium falciparum (isolate 3D7)). recombinant M1AAP, H-Leu-NHMec fluorogenic kinetic assay; higher % means a stronger effect. inhibition, % at 30 µM, or IC50 in µM where a hit was titrated. actives 0.42% (n = 220,000);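 active = primary inhibition above the hit cutoff, then over 50% inhibition at one or more dose response concentrations, cut at about 23% in these data, passing the limit was not always enough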;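 also: plate controls were DMSO full reaction for no effect and no enzyme background for full effect; strong numbers were not always called active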
Yfh1-off respiration = enhancers of respiration in Yfh1-depleted yeast, dose response, Friedreich's ataxia, plus single-dose screen (AID 1465); S. cerevisiae Yfh1-off respiration, WST-1 reduction, 72 h; higher fold induction means a stronger effect; fold induction at 50 µM, or EC50 in µM where a hit was titrated; actives 0.074% (n = 220,000);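 active = fold induction of absorbance versus untreated yeast above a set limit, then at least 30% activation at any dose in follow-up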;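 also: activators that raise dye reduction in frataxin-depleted yeast; strong numbers were not always called active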
Insulin prom up = insulin promoter activators in MIN6 cells, imaging, high-content screening, mouse beta cells | MIN6 insulin promoter-GFP reporter; stronger effect = higher value | z-score at 5 µM | actives 0.3% (n = 190,000);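 active = z-score above 3 at 5 µM with at least 500 cells counted in the well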
MT stabilize HCS = microtubule stabilizers in HeLa cells, primary screen, imaging, high-content imaging | AID 2205, 2009 | % tubulin-high responders, % at 10 µM | HeLa tubulin immunostaining HCS, 24 h; share of cells brighter than vehicle mean+2SD | actives 0.83% (n = 200,000);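 active = plate Z-score above 3 for both tubulin-high and condensed-nucleus cell shares, with cell loss under 80%, at 10 µM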;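 also: anti alpha tubulin signal scored within the nucleus-defined area of each cell; some results filed as inactive read as strong as hits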
Autophagy mod = autophagy modulators in MEF cells, primary screen, imaging, high-content, MEF GFP-LC3. AID 463193, 2010. MEF GFP-LC3 puncta imaging; test concentration mostly 10 µM. actives 0.98% (n = 190,000). calls only at 10 µM (by protocol);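 active = percentage of spot-positive cells more than 3 SD above its plate mean, without a fluorescence outlier flag or 80% toxicity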;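 also: spot-positive cell cutoff set from DMSO-treated cells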
M17LAP inhibition = P. falciparum M17LAP inhibitors, primary screen, biochemical, fluorogenic H-Leu-NHMec substrate, 1536-well (AID 1619); actives 0.38% (n = 220,000); recombinant M17LAP, H-Leu-NHMec fluorogenic kinetic assay; higher % means a stronger effect; inhibition, % at 30 µM; hits with a dose series show IC50 in µM; Leucine aminopeptidase (Plasmodium falciparum (isolate 3D7));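 active = compound inhibiting the enzyme by more than half at any dose during confirmatory dose-response retesting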;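 also: plate controls were full reaction with DMSO carrier for no effect and no enzyme background for full effect; strong numbers were not always called active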
Hep lipid drop = inhibitors of hepatocyte lipid droplet formation, primary screen, imaging, high-throughput imaging, BODIPY stain; AML12 mouse hepatocytes, oleate lipid droplets; inhibition, % at 6.5 µM; actives 0.4% (n = 240,000); AID 1656, 2009;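 active = lipid droplet intensity inhibited by at least 50%, with more than 500 cells counted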
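Assay system: AML12 hepatocytes (mouse); Probe or stimulus: oleic acid at 100 µM to induce lipid droplet formation; Dosing: compound at 6.5 µM only; Schedule: compound with oleate, overnight; Detection: fluorescence imaging, 20x objective, two fields per well; Measure: % inhibition of lipid droplet signal.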
Dynein cargo inh = inhibitors of GR-EGFP nuclear translocation, primary screen, dynein cargo transport inhibitor project, imaging, high-content, 3617.4 mouse cells | z-score, hits read low | actives 0.47% (n = 220,000) | test concentration mostly 20 µM; stimulated with dexamethasone, 1 µM; stronger effect = lower value | AID 1381, 2008;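 active = plate z-score of nuclear minus cytoplasmic receptor signal below a set negative limit, without overly bright fluorescence or cell loss, cut at about -3.5 in these data, passing the limit was not always enough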;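 also: z-score of nuclear minus cytoplasmic ring GR-EGFP intensity difference per well; some compounds called inactive have numbers as strong as hits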
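Also added – dexamethasone, 1.0 µM final · Buffer or medium – tet-free, stripped-serum medium · Schedule – induction 48 h, compound 1 h, agonist 30 min · Detection – formaldehyde fixation, Hoechst nuclear stain, 10x automated fluorescence imaging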
Dynein cargo inh cytoplasmic EGFP = recorded beside Dynein cargo inh, whose call it bears; z-score; measured here: cytoplasmic GR-EGFP intensity; stronger effect = higher value
Dynein cargo inh nuclear GR-EGFP = also measured in Dynein cargo inh; calls as there; z-score; measured here: nuclear GR-EGFP intensity;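 lower value marks the stronger effect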
Dynein cargo inh cell count = further read-out of Dynein cargo inh, marked with its call; z-score; measured here: cell count per field
Insulin prom up cell count = second read-out of Insulin prom up, no call of its own (marks repeat the call); cell count; measured here: cytotoxicity, nuclei count;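 total cells summed across four imaged fields per well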
Hep lipid drop cells 6.5 µM = further read-out of Hep lipid drop, marked with its call; cell count; measured here: cell count, cytotoxicity flag;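 cells counted across two imaged fields per well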
MT stabilize HCS Hoechst-high % = further read-out of MT stabilize HCS, marked with its call; % Hoechst-high responders; measured here: nuclear condensation Hoechst responders;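 share of cells brighter than vehicle mean plus two SD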
MT stabilize HCS cytotoxicity % = further read-out of MT stabilize HCS, marked with its call; toxicity, %; measured here: cytotoxicity by cell density;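 0% = mean cell density of plate MIN control wells and 100% = no cells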
Autophagy mod cell loss 18 h = second read-out of Autophagy mod, no call of its own (marks repeat the call); toxicity, %; measured here: cell loss, nuclei count;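 cell loss after 18 h compound exposure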
* marks the source's active call; other numbers are inactive results; i = inactive; · = no result given. Compounds were not picked by outcome; 3.5% or so of the library scored in one or more.

SMILES	ER stress rescue	M1AAP inhibition	Yfh1-off respiration	Insulin prom up	Insulin prom up cell count	MT stabilize HCS	MT stabilize HCS Hoechst-high %	MT stabilize HCS cytotoxicity %	Autophagy mod	Autophagy mod cell loss 18 h	M17LAP inhibition	Hep lipid drop	Hep lipid drop cells 6.5 µM	Dynein cargo inh	Dynein cargo inh cytoplasmic EGFP	Dynein cargo inh nuclear GR-EGFP	Dynein cargo inh cell count
Cn1c(=O)[nH]c(=O)c2c1nc(Br)n2CCCSc1nc2ccccc2o1	·	5%	i	-0.04	1133	25*	31*	22*	i	59	-7%	4	695	-1	-0.18	-0.64	0.83
CCOC(=O)c1c(NC(=O)c2ccco2)sc2c1CCCC2	1.4%	7%	i	-0.55	1219	2.2	1.8	1.2	i	14	4%	·	·	-0.94	-0.25	-0.21	1.1
COc1ccc(NC(=O)COC(=O)COc2ccc(Br)cc2)cc1	-0.1%	1%	i	-0.57	1250	5.1	2.9	10.0	i	21	18%	18	730	0.99	0.12	0.2	0.13
CC(=O)Nc1cc(C)nn1-c1nc(C)cc(C)n1	-0.1%	-6%	i	0.9	1378	2.0	2.5	8.7	i	2	-2%	0	675	1	0.088	0.11	-0.039
CC(C)(C)c1ccc(C2(C)NC(=O)N(CC(=O)c3ccc[nH]3)C2=O)cc1 (centres undefined)	0.3%	6%	i	-0.18	1617	2.8	1.2	8.9	i	-1	11%	·	·	0.65	-0.14	-0.61	0.39
CCc1sc(C(C2C(=O)CC(C)(C)CC2=O)C2C(=O)CC(C)(C)CC2=O)cc1[N+](=O)[O-]	5.2%	·	i	0.72	1192	2.3	1.3	9.8	i	-1	·	-8	690	-5.2*	2.1*	-2.3*	-1.1*
O=C(Nc1cccn2ncnc12)c1cccc(C(F)(F)F)c1	-0.1%	9%	i	-0.16	1372	3.6	2.2	7.9	i	11	16%	·	·	-0.35	0.17	-0.42	0.081
Cc1cc(Nc2nnnn2-c2ccccc2)n(-c2ccccc2)n1	-1.0%	10%	i	0.88	1469	3.1	1.9	3.1	i	-1	1%	·	·	-0.44	-0.17	0.053	0.3
CCCCn1c2nc3ccccc3nc2c2c(=O)n(CCC(C)C)cnc21	-1.2%	-5%	i	0.45	902	1.6	1.3	3.8	i	-4	-4%	·	·	-0.48	-0.19	-0.059	0.88
O=C(Cn1c(=O)sc2ccccc21)N1CCOCC1	2.3%	2%	i	1.5	1248	4.0	2.5	9.6	i	13	4%	·	·	-0.83	0.46	-0.41	1.1
COc1cccc(C(=O)Nc2ccc(Cl)c(C(F)(F)F)c2)c1	-1.1%	2%	i	0.24	1771	2.5	1.6	4.8	i	-30	-8%	-11	654	0.42	-0.21	-0.00065	-0.15
Cc1cc(C)cc(NC(=O)COC(=O)CCCC2=NS(=O)(=O)c3ccccc3N2)c1	-0.9%	0%	i	-0.37	1250	1.9	1.9	4.0	i	13	10%	-2	728	0.65	-0.14	-0.011	0.66
O=C(c1ccccc1-c1ccccc1)N1CCCCC1	-1.1%	-8%	i	0.79	1710	4.9	2.3	6.1	i	10	-10%	0	678	0.58	-0.32	0.95	-0.44
Cc1csc(NC(=O)CN2C(=O)C3CC=CCC3C2=O)n1 (centres undefined)	-1.2%	1%	i	·	·	3.3	2.2	4.5	i	3	12%	15	831	-0.81	-0.25	-0.5	0.53
O=C(NN1C(=O)/C(=C/c2cccnc2)SC1=S)C(c1ccccc1)c1ccccc1	-2.4%	5%	i	0.03	1651	2.7	1.4	1.5	i	24	12%	·	·	-0.3	-0.22	0.4	1.8
O=C(/C=C/c1ccccc1)Oc1ccc(C(=S)N2CCOCC2)cc1	-1.7%	4%	i	0.06	1145	2.0	1.8	3.0	i	1	17%	0	706	0.013	-0.29	0.031	0.64
S=C(Nc1ccc(N2CCOCC2)cc1)Nc1ccc2snnc2c1	10%	17%	i	-0.23	1075	2.8	3.1	6.8	i	-6	18%	-7	661	-1.2	-0.37	-0.55	1.5
C=CCn1cc(C(=O)OC)c(=O)c2cc(S(=O)(=O)N(CC)CC)ccc21	-1.3%	1%	i	0.39	868	2.8	2.0	4.3	i	0	16%	·	·	1.4	0.083	0.91	-1.2
CC1CC1c1ccc(/C=C(\C#N)C(=O)Nc2ccc(Cl)cc2Cl)o1 (centres undefined)	-2.5%	4%	·	-0.62	1346	2.9	2.7	9.0	i	9	-1%	-1	426	-0.84	-0.25	-0.63	0.73
O=C(NCCc1ccccc1)c1cc(=O)c2ccccc2o1	0.3%	-9%	i	-0.25	1558	2.1	1.1	7.0	i	-25	-5%	3	605	0.78	-0.21	0.81	0.07
CN(C)CCCN(C(=O)c1sc2ccccc2c1Cl)c1nc2c(F)cccc2s1	-2.9%	3%	i	0.14	1432	5.1	3.1	7.6	i	-3	3%	-3	658	-1.6	0.0026	-1.1	-0.19
COc1cc2[nH]c(=S)nc(NCCCOC(C)C)c2cc1OC	-1.1%	4%	i	-0.22	806	1.9	1.7	13	i	8	13%	12	781	0.61	0.15	0.23	-0.22
CCN(Cc1cc2ccccc2[nH]c1=O)C(=O)C(C)C	-0.2%	1%	i	·	·	3.0	2.0	1.5	i	-33	-5%	·	·	-0.68	0.29	0.052	0.33
COc1cc2[nH]c(=S)n(NC(=O)c3ccccc3)c(=O)c2cc1OC	2.7%	1%	i	-0.73	883	0.9	1.1	7.4	i	-3	22%	0	698	-0.21	0.29	0.13	-0.65
O=C(N/N=C/c1ccccc1O)c1cc(=O)[nH]c2ccccc12	-0.4%	17%	i	0.01	1218	2.3	1.7	0.4	i	6	0%	4	678	-0.045	-0.16	0.67	-1.2
O=c1c2sccc2nc(SCc2cc(=O)n3cc(Cl)ccc3n2)n1-c1ccc(F)cc1	4.2%	7%	i	0.08	1497	14	11	26	i	10	-1%	24	702	-0.13	-0.18	0.089	-0.6
COC(=O)c1cccc(C(=O)Nc2ccc(F)cc2)n1	3.7%	-7%	i	-0.2	1463	3.1	2.3	4.7	i	-9	4%	·	·	0.34	-0.25	0.28	-0.32
OCCN1CCN(C(=S)c2ccc(Br)cc2)CC1	0.6%	-2%	·	·	·	3.4	1.4	9.7	i	-23	5%	·	·	0.43	-0.21	0.49	-0.16
O=c1c2c3c(sc2n2c(=S)[nH]nc2n1-c1ccccc1)CCC3	·	2%	i	0.14	1080	·	·	·	·	·	5%	0	702	-0.028	-0.26	0.066	0.11
COCCNC(=O)Cn1c(=O)n(Cc2ccco2)c(=O)c2ccccc21	2.5%	4%	i	0.61	920	4.0	2.1	3.4	i	1	3%	-6	653	0.14	-0.21	0.37	0.43
Cn1c(CN2CCN(C(=O)c3ccc(F)cc3)CC2)nc2cc([N+](=O)[O-])ccc21	1.0%	17%	i	0.01	1463	3.3	1.9	13	i	8	8%	-6	606	-0.63	-0.27	-0.16	0.65
Cc1ccccc1CC1(CO)CCCN(C(=O)c2cc(-c3ccccc3)no2)C1 (centres undefined)	0.4%	1%	i	·	·	2.4	2.0	11	i	20	-4%	-8	742	0.38	-0.2	0.32	-0.71
CCOc1ccc2[nH]c(=O)c(CN(Cc3ccccc3)C(=O)N3CCCC3)cc2c1	-2.6%	2%	i	·	·	3.2	1.3	3.1	i	7	-4%	-42	693	-0.57	-0.16	-0.077	0.058
Cn1cnnc1SCC(=O)Nc1ccc2nc(SCc3ccccc3)sc2c1	-0.2%	-3%	i	-0.14	676	1.2	1.0	13	i	-2	5%	·	·	2.1	-0.12	0.96	-0.73
CCOc1ccc(C(=O)NCc2cccnc2)cc1	0.4%	-4%	i	·	·	5.4	2.0	6.8	i	8	-2%	·	·	-0.18	-0.2	0.11	0.45
Cc1onc(-c2ccccc2)c1C(=O)c1ccccc1	·	2%	i	-0.29	1023	·	·	·	·	·	-2%	2	820	-0.34	0.5	0.011	0.048
CCOC(=O)c1cc(C(C)=O)c(=O)n(C)c1N	-1.9%	14%	i	0.31	1206	1.6	2.4	11	i	0	10%	·	·	-0.74	-0.31	-0.25	-0.57
Cc1cc(C)n2nc(CCCO)nc2n1	6.3%	1%	i	-0.15	1152	8.9	1.9	10	i	9	-3%	5	680	-1.1	-0.23	-0.67	1.3
CC(C)NC(=O)COC(=O)c1ccc(Cl)c(S(N)(=O)=O)c1	-0.3%	-6%	i	-0.92	1334	2.3	1.8	4.6	i	-9	-8%	5	698	0.58	-0.22	-0.064	0.23
Cc1csc(OCC(=O)Nc2ccc(C)c(C)c2)n1	0.9%	1%	i	0.2	1313	2.0	2.2	6.7	i	11	9%	·	·	-0.59	-0.18	0.53	0.039
